From PubChem BioAssay
RSV CPE inhibition: RSV antiviral activity via CPE protection, HEp-2 cells, primary 10 µM value included (AID 2391). HEp-2 cells, RSV-induced CPE inhibition; higher % means a stronger effect. one-dose CPE inhibition, % at 10 µM; IC50 in µM for titrated hits. 0.13% of 310,000 active; in the data active = a potency from the dose series; also: strong numbers were not always called active
human PMI inhibitors: human PMI inhibitors, high substrate, primary screen, biochemical, fluorescence intensity, high mannose 6-phosphate (AID 1220); Mannose-6-phosphate isomerase (Homo sapiens); recombinant PMI enzyme, coupled fluorescence intensity; higher % means a stronger effect; one-dose inhibition, % at 20 µM; IC50 in µM for titrated hits; 0.66% of 190,000 active
M1AAP inhibition: P. falciparum M1AAP inhibitors, biochemical, fluorogenic H-Leu-NHMec substrate, 1536-well (AID 1445). 0.42% of 220,000 active. inhibition, % at 30 µM; hits with a dose series show IC50 in µM. recombinant M1AAP, H-Leu-NHMec fluorogenic kinetic assay; higher % means a stronger effect;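 active = primary inhibition above the hit cutoff, then over 50% inhibition at one or more dose response concentrations, cut at about 23% in these data, passing the limit was not always enough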;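 also: plate controls were DMSO full reaction for no effect and no enzyme background for full effect; strong numbers were not always called active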
T cell modulator: modulators of CD8 T cell-vesicle binding, primary screen, mouse 2C CD8+ T cells, flow cytometry; 2C CD8+ T cell-vesicle binding; active compounds read low; calls only at 7 µM; 0.068% of 330,000 active;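 active = response, share of CD8 T cells binding vesicles, and their 90th percentile fluorescence all below set limits, cut at about 80% in these data, passing the limit was not always enough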
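Also added: QL9-peptide-loaded Drosophila micro-vesicles bearing Ld, ICAM-1 and B7-1; Test system: purified 2C TCR transgenic mouse naive CD8+ T cells; Measured by: cytometric PE anti-B7-1 and Alexa647 anti-CD8 signals after 1% paraformaldehyde fixation; Timing: binding step 1.5 h, 37 °C, antibody labelling 20 min, ice.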
West Nile virus CPE: West Nile virus antiviral activity, cell-based, CPE readout (AID 1621); West Nile virus-infected cells, CPE inhibition; higher % means a stronger effect; CPE inhibition, % at 10 µM; hits with a dose series show IC50 in µM; 0.02% of 290,000 active; in the data active = a potency from the dose series; also: strong numbers were not always called active
M17LAP inhibition: P. falciparum M17LAP inhibitors, primary screen, biochemical, fluorogenic H-Leu-NHMec substrate, 1536-well (AID 1619); recombinant M17LAP, H-Leu-NHMec fluorogenic kinetic assay; higher % means a stronger effect; Leucine aminopeptidase (Plasmodium falciparum (isolate 3D7)); inhibition, % at 30 µM, or IC50 in µM where a hit was titrated; 0.38% of 220,000 active;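 active = compound inhibiting the enzyme by more than half at any dose during confirmatory dose-response retesting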;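 also: plate controls were full reaction with DMSO carrier for no effect and no enzyme background for full effect; strong numbers were not always called active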
UTI89 phage lysis: inhibition of K1F phage lysis, E. coli UTI89, bacterial capsule biogenesis inhibitors, alamar blue (AID 488966); E. coli UTI89 K1F phage lysis, alamar blue, 2 h; higher % means a stronger effect; one-dose inhibition, % at 100 µM; IC50 in µM for titrated hits; 0.02% of 340,000 active;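 active = phage lysis inhibition, versus mean bacterial control, above a set limit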;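 also: capsule biogenesis inhibitors block K1F phage lysis so surviving cells raise fluorescence; higher fluorescence means more inhibition of phage lysis; actives were called in the ten point dose series up to 300 µM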
human PMI inhibition: inhibitors of human PMI, primary screen, biochemical, fluorescence intensity, coupled assay (AID 1209); Mannose-6-phosphate isomerase (Homo sapiens); purified PMI enzyme, coupled fluorescence intensity; higher % means a stronger effect; inhibition, % at 20 µM, or IC50 in µM where a hit was titrated; 0.42% of 190,000 active;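 also: plate controls were DMSO vehicle for no effect and wells lacking substrate for full effect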
TNAP activation fold: human TNAP enzyme activators, primary screen, biochemical, luminescent, no phosphate acceptor, uHTS (AID 1001) | Alkaline phosphatase, tissue-nonspecific isozyme (Homo sapiens) | purified TNAP, luminescent activation assay, no phosphate acceptor; higher activation fold means a stronger effect | 0.03% of 200,000 active | activation fold at 20 µM; hits with a dose series show EC50 in µM; in the data active = activation fold from about 3, or a potency from the dose series; inactive = the rest, 99 in 100 with activation fold below about 1.6; also: many of its hits are not listed in these tables
T cell modulator vesicle-bound %: recorded beside T cell modulator, whose call it bears; double positive events, %; measured here: CD8+ vesicle-bound cell fraction;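 binding gate set so that unloaded-vesicle control wells show 10% double positive cells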
An asterisk follows results filed as active; i = inactive; nt = no result given; [ ] = dose if it differs, or a comment. Rule as the data show it, unless noted: active = inhibition above about 50%; inactive = the rest.

Results follow in this order: human PMI inhibitors	M17LAP inhibition	T cell modulator vesicle-bound %	TNAP activation fold	human PMI inhibition	West Nile virus CPE	T cell modulator	UTI89 phage lysis	RSV CPE inhibition	M1AAP inhibition
- O=C(O)CCCN1C(=O)c2ccc(C(=O)c3cccc([N+](=O)[O-])c3)cc2C1=O
    -5%	-5%	32	1.1	-13%	0.2%	i	-0.4%	-0.8%	2%
- CCCN1CCN(c2nc3c([nH]2)c(=N)ncn3CC(O)CO)CC1 (stereo not drawn)
    2%	-9%	23	1.1	4%	-0.1%	i	0.7%	-0.3%	3%
- C#CCSc1nc(N)c2c(n1)OC(N)=C(C#N)C2c1cccnc1 (stereo not drawn)
    6%	-2%	62	1.2	5%	0.0%	i	-0.2%	1.0%	7%
- Cc1nn(-c2ccccc2)c(N)c1N=Nc1ccc(Cl)cc1
    22%	6%	33	0.8	21%	-1.2%	i	0.1%	11%	-4%
- CCOC(=O)c1c(CN2CCCCC2)n(C)c2ccc(OC)c(S(=O)(=O)c3ccccc3)c12
    5%	14%	2	1	19%	-0.3%	i	0.3%	-0.1%	16%
- COC(=O)CC1(C(=O)OC)Oc2ccc(Br)cc2C(=O)N1c1cccc(Cl)c1Cl (stereo not drawn)
    nt	6%	23	nt	nt	-0.6%	i	1.6%	2.0%	3%
- CCCn1c(=N)c(S(=O)(=O)c2ccccc2)cc2c(=O)n3ccccc3nc21
    nt	-1%	36	nt	nt	-1.2%	i	-0.6%	-0.4%	2%
- Cc1cccc(Cc2ncc(C(F)(F)F)cc2Cl)c1
    nt	nt	37	nt	nt	0.2%	i	0.1%	0.8%	nt
- CCOC(=O)c1cnn(-c2ccc(F)cc2)c1N
    -4%	-10%	46	1.1	-1%	0.2%	i	0.0%	0.6%	-1%
- CCOCCCNS(=O)(=O)c1ccc(NC(=O)C2CC(=O)N(c3ccc(C)cc3)C2)cc1 (stereo not drawn)
    6%	3%	50	1.1	7%	0.4%	i	1.0%	2.5%	7%
- Clc1cccc(Cl)c1COc1ccccc1CNn1cnnc1
    -4%	-3%	34	1.1	-2%	-1.1%	i	0.8%	-0.4%	-1%
- O=C(NCc1cccs1)C1CCCN1S(=O)(=O)c1ccccc1F (stereo not drawn)
    6%	-8%	41	1.1	2%	-0.3%	i	0.8%	0.2%	3%
- COCc1ccc(C(=O)N2CCCC(Nc3ccc4c(c3)OCCO4)C2)o1 (stereo not drawn)
    nt	nt	9	nt	nt	-0.9%	i	-0.1%[50 µM]	1.3%	nt
- CCOC(=O)C1CCN(Cc2ccc(OCc3ccccc3)cc2)CC1
    nt	nt	60	nt	nt	0.0%	i	1.1%	-0.3%	nt
- Cc1cc(C)cc(C(=O)OCC(=O)NCc2cccs2)c1
    -2%	3%	56	1	-4%	-0.5%	i	0.3%	3.2%	5%

Reformatted as a markdown table: ten of the compounds above
| structure | human PMI inhibitors | M17LAP inhibition | T cell modulator vesicle-bound % | TNAP activation fold | human PMI inhibition | West Nile virus CPE | T cell modulator | UTI89 phage lysis | RSV CPE inhibition | M1AAP inhibition |
| --- | --- | --- | --- | --- | --- | --- | --- | --- | --- | --- |
| O=C(O)CCCN1C(=O)c2ccc(C(=O)c3cccc([N+](=O)[O-])c3)cc2C1=O | -5% | -5% | 32 | 1.1 | -13% | 0.2% | i | -0.4% | -0.8% | 2% |
| CCCN1CCN(c2nc3c([nH]2)c(=N)ncn3CC(O)CO)CC1 (stereo not drawn) | 2% | -9% | 23 | 1.1 | 4% | -0.1% | i | 0.7% | -0.3% | 3% |
| C#CCSc1nc(N)c2c(n1)OC(N)=C(C#N)C2c1cccnc1 (stereo not drawn) | 6% | -2% | 62 | 1.2 | 5% | 0.0% | i | -0.2% | 1.0% | 7% |
| Cc1nn(-c2ccccc2)c(N)c1N=Nc1ccc(Cl)cc1 | 22% | 6% | 33 | 0.8 | 21% | -1.2% | i | 0.1% | 11% | -4% |
| CCOC(=O)c1c(CN2CCCCC2)n(C)c2ccc(OC)c(S(=O)(=O)c3ccccc3)c12 | 5% | 14% | 2 | 1 | 19% | -0.3% | i | 0.3% | -0.1% | 16% |
| COC(=O)CC1(C(=O)OC)Oc2ccc(Br)cc2C(=O)N1c1cccc(Cl)c1Cl (stereo not drawn) | nt | 6% | 23 | nt | nt | -0.6% | i | 1.6% | 2.0% | 3% |
| CCCn1c(=N)c(S(=O)(=O)c2ccccc2)cc2c(=O)n3ccccc3nc21 | nt | -1% | 36 | nt | nt | -1.2% | i | -0.6% | -0.4% | 2% |
| Cc1cccc(Cc2ncc(C(F)(F)F)cc2Cl)c1 | nt | nt | 37 | nt | nt | 0.2% | i | 0.1% | 0.8% | nt |
| CCOC(=O)c1cnn(-c2ccc(F)cc2)c1N | -4% | -10% | 46 | 1.1 | -1% | 0.2% | i | 0.0% | 0.6% | -1% |
| CCOCCCNS(=O)(=O)c1ccc(NC(=O)C2CC(=O)N(c3ccc(C)cc3)C2)cc1 (stereo not drawn) | 6% | 3% | 50 | 1.1 | 7% | 0.4% | i | 1.0% | 2.5% | 7% |

(further entries)
Results follow in this order: human PMI inhibitors	M17LAP inhibition	T cell modulator vesicle-bound %	TNAP activation fold	human PMI inhibition	West Nile virus CPE	T cell modulator	UTI89 phage lysis	RSV CPE inhibition	M1AAP inhibition
- Cc1oc(-c2cccc(Cl)c2)nc1CS(=O)(=O)CC(=O)NC1CCCC1
    nt	nt	51	nt	nt	-1.3%	i	2.3%	5.2%	nt
- O=c1cc(-c2ccc([N+](=O)[O-])cc2)nc2cc(-c3ccc(F)cc3)[nH]n12
    -6%	2%	34	0.7	6%	-0.5%	i	-7.8%	1.1%	-4%
- CCOc1ccccc1N(C(=O)c1ccccc1Cl)C1=NC(C)(C)CS1
    -2%	0%	56	1.1	-31%	-1.1%	i	1.8%	0.3%	8%
- CC(=O)c1ccc(OC(=O)CN2C(=O)c3ccccc3C2=O)cc1
    nt	nt	60	nt	nt	-0.1%	i	-0.1%	0.3%	nt
- Cn1nc(C(=O)N2CCc3ccccc3C2)c2ccccc2c1=O
    -18%	-7%	30	1.1	-3%	0.4%	i	0.1%	0.9%	4%
- Cc1ccc(CN2CCSc3ccc(C(=O)NCCCN4CCN(C)CC4)cc32)cc1
    nt	nt	6	nt	nt	0.6%	i	0.7%	0.2%	nt
- O=C(NCC1CCCO1)c1ccc(N2C(=O)C3CCCCC3C2=O)cc1 (stereo not drawn)
    nt	nt	41	nt	nt	-0.2%	i	-0.1%	3.1%	nt
- CCOC(=O)CSc1nc2c(sc(=S)n2-c2ccccc2OC)c(=O)n1Cc1ccco1
    6%	-3%	8	1.2	7%	0.0%	i	0.2%	6.5%	3%
- O=C(NCc1ccncc1)C1CCN(C(=O)c2cccc(Cl)c2)CC1
    nt	nt	23	nt	nt	0.4%	i	-0.3%	0.7%	nt
- O=C(c1ccc2c(c1)OCO2)N1CCCN(C(=O)c2ccc3c(c2)OCO3)CC1
    5%	6%	50	1	1%	0.3%	i	0.7%	0.2%	-2%
- O=C(O)[C@H](Cc1ccccc1)Nc1ccc([N+](=O)[O-])cn1
    nt	nt	59	nt	nt	0.2%	i	0.1%	1.6%	nt
- CCOc1cc([N+](=O)[O-])cc(/C=C2/NC(=O)N(Cc3ccccc3F)C2=O)c1O
    35%	25%	41	0.9	14%	0.6%	i	-0.1%	-1.6%	56µM*
- COC(=O)CCc1nc2cc(Cl)ccc2n(Cc2ccccc2)c1=O
    1%	3%	55	1.1	-10%	-0.3%	i	-0.6%	0.9%	2%
- COCCN(C(=O)COC(=O)CCC(=O)c1ccc(Cl)cc1)c1c(N)n(Cc2ccccc2)c(=O)[nH]c1=O
    nt	nt	8	nt	nt	-0.1%	i	-0.2%	0.4%	nt
- CC1=C(C(=O)OCc2ccccc2)C(c2ccc(N(C)C)cc2)NC(=O)N1 (stereo not drawn)
    18%	1%	32	1.1	6%	-0.1%	i	4.3%	2.0%	0%

Remaining list, next part:
Results follow in this order: human PMI inhibitors	M17LAP inhibition	T cell modulator vesicle-bound %	TNAP activation fold	human PMI inhibition	West Nile virus CPE	T cell modulator	UTI89 phage lysis	RSV CPE inhibition	M1AAP inhibition
- Cc1ccc(/C=N/Nc2nc(N3CCCCC3)nc(N3CCCCC3)n2)o1
    2%	17%	64	1.1	-8%	-0.5%	i	-1.2%	0.9%	23%
- Cc1ccc(S(=O)(=O)N(C)C)cc1NC(=O)C(C)Sc1ccccc1 (stereo not drawn)
    7%	21%	15	1	7%	-0.4%	i	0.3%	-0.5%	9%
- C[N+]1(CC(=O)OCCCc2ccccc2)CCCC1
    0%	4%	37	1.1	22%	0.2%	i	0.1%	1.4%	1%
- CN(C)/C=N/c1c(C#N)cnn1-c1ccc(C(F)(F)F)cn1
    1%	-3%	38	1.1	8%	1.1%	i	4.3%	-0.4%	12%
- Cn1c(-c2ccc3ccccc3n2)[n+](C)c2ccccc21
    nt	0%	54	nt	nt	2.8%	i	-0.2%	9.5%	8%
- Cc1nnc(SCC(=O)N2c3ccccc3CC2C)s1 (stereo not drawn)
    5%	2%	53	1.1	8%	0.2%	i	-0.2%	-1.4%	8%
- Cc1cc(-c2nnnn2-c2cc(Cl)cc(Cl)c2)no1
    nt	-15%	46	nt	nt	0.4%	i	-2.7%	1.7%	2%
- Cc1onc(-c2ccccc2)c1-c1ccnn1S(=O)(=O)c1ccc(Cl)cc1
    nt	-5%	29	nt	nt	-1.3%	i	0.2%	1.4%	-10%
- O=C(/C=C/c1ccco1)NC(=S)Nc1ccccn1
    -3%	9%	25	1.2	6%	0.2%	i	0.8%	0.1%	16%
- CCc1nn(CC(=O)NCCCc2ccccc2)c(=O)c2cc3c(OC)cccc3n12
    nt	nt	17	nt	nt	-0.5%	i	0.1%	0.3%	nt
- COCCn1c(SCC(=O)Nc2cc(C(C)(C)C)nn2-c2ccccc2)nc2ccccc2c1=O
    -2%	-5%	18	1.1	-1%	-0.8%	i	5.4%	0.8%	1%
- COc1ccc(-c2cn(CCC(=O)NCc3ccc(C)cc3)c(-c3ccncc3)n2)cc1
    nt	nt	61	nt	nt	-0.7%	i	5.5%	0.8%	nt
- N#CC1C=Cc2ccccc2N1C(=O)c1ccccc1 (stereo not drawn)
    nt	5%	26	nt	nt	0.2%	i	0.0%	0.3%	1%
- Cc1ccccc1C(=O)Nc1ccnn1C1CCN(C(C)Cc2ccccc2F)CC1 (stereo not drawn)
    nt	nt	10	nt	nt	0.3%	i	0.3%	-0.8%	nt
- Cc1sc2nc(CN3CCCC3)nc(NCc3ccncc3)c2c1C
    3%	-2%	4	1.1	4%	0.2%	i	-0.3%	0.2%	10%
